S3 lipid droplet: qHTS Assay for Lipid Storage Modulators in Drosophila S3 Cells; Drosophila S3 cells, BODIPY lipid droplet fluorescence, 18-24 h; cells fed with added oleic acid; lipid storage change, negative = inhibition, % at the top dose, mostly 46.1 µM; hits show Potency in µM; hit rate 0.64% among 320,000; AID 2685; active = well fitted inhibition curve with a large enough effect in the signal ratio, with a control signal flat, not every such curve was filed as active; inconclusive = small, poorly fitted or top-dose-only effect, or effect the other way, or a change in a side signal; the % refers to the signal ratio
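Drosophila S3 cells got compounds at several concentrations plus oleic acid (400 uM solution). Laser-scanning cytometry with 488 nm excitation read lipid droplets at 500-530 nm and cells at 575-640 nm. Percent activity was relative to 20 uM Triacsin C.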
S3 lipid droplet cell count max: second read-out of S3 lipid droplet, no call of its own (marks repeat the call); cell number change, %; measured here: cell count max response;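 cells counted by Cell Tracker Red CMTPX staining in the red channel; peak over a dose series mostly up to 46.1 µM; percent activity relative to internal control wells on each plate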
Starred values were filed as active, the others as inactive; i = inactive; ? = inconclusive; . = no result given; & = joins results of further samples. % is scaled to controls: 0 for no effect and ±100 for the full control effect; potency is read from the fitted curve at half-maximal effect. Not all compounds are listed; the hit share may differ from the screen's.

mol	S3 lipid droplet cell count max	S3 lipid droplet
NC(=O)CSc1nc2sc3c(c2c2ncnn12)CCCC3	.	?
CC1CCN(CC(O)COc2ccc(-c3ccccc3)cc2)CC1 (stereo not drawn)	.	?
COc1cc(-c2nn3c(C4CCCCC4)nnc3s2)cc(OC)c1OC	.	?
CCCc1nc(S(=O)(=O)Cc2ccc(Cl)cc2Cl)n[nH]1	14.6	4.7%
c1ccc(-c2csc(N3CCN(c4ccccn4)CC3)n2)cc1	.	?
COc1ccc(CNC(=O)c2cc(S(=O)(=O)N3CCOCC3)cn2C)cc1	.	?
COC(=O)c1nc2nc(-c3cccs3)cc(C(F)(F)F)n2n1	-7.6	17.5%
O=C(Cn1cc(C(=O)c2ccco2)c2ccccc21)Nc1ccccc1	.	?
Cc1nnc2ccc(N3CCN(c4ccccn4)CC3)nn12	.	?
COC(=O)c1cc(COc2ccc3ccc(=O)oc3c2)c(C)o1	.	?
CCOCCCNC(=O)CSc1nc2nc(C)c(Cc3ccccc3)c(C)n2n1	.	?
COc1ccc(/C=N/N=C2/NC(=O)C(CC(=O)O)S2)cc1OCc1ccc(Cl)cc1Cl (stereo not drawn)	-5.1	-1.3%
O=C(O)C1CCCCC1C(=O)NCc1ccc2c(c1)OCO2 (stereo not drawn)	7.5	-9.4%
Cc1ccc(NC(=O)CCS(=O)(=O)c2cccc3nonc23)cc1Cl	.	?
O=[N+]([O-])c1ccc(Cl)c(CN2CCCCCC2)c1	1.8	0.5%
COc1ccc(CNC(=O)C(OC(=O)c2ccco2)c2ccc(OC)cc2)cc1 (stereo not drawn)	-4.9	0.2%
Clc1c(-c2nnc3n2CCC3)sc2ccccc12	.	?
N[C@@]12CCc3nonc3[C@]1(O)CC(c1ccccc1)=[N+]2[O-]	-3.9	-5.9%
Cc1nc2ccccc2n1Cc1ccccc1Br	.	?
CNC(=O)COC(=O)CCC(=O)c1cccs1	.	?

(next part)
mol	S3 lipid droplet cell count max	S3 lipid droplet
CC1(C)C(=O)N(OCc2ccccc2)C(C)(C)C(=O)N1OCc1ccccc1	.	?
COCC(=O)Nc1ccc(S(=O)(=O)Nc2ccccn2)cc1	.	?
O=C(CSc1nnc(C2CC2)n1Cc1ccccc1)N1CCN(S(=O)(=O)c2ccccc2)CC1	.	?
Cc1c(Cl)cccc1N1C(=O)C(N2C(=O)c3cccc([N+](=O)[O-])c3C2=O)C1c1cccs1 (stereo not drawn)	.	-18.4%
O/N=C(\c1ccc(Cl)cc1Cl)c1ncc(C(F)(F)F)cc1Cl	.	?
Nc1ncnc2c1ncn2[C@@H]1O[C@H](COS(=O)(=O)O)[C@@H](O)[C@H]1O	.	?
O=C1NC(=O)/C(=C\c2cn(Cc3ccccc3F)c3ccccc23)N1	-2.1	5.9%
Cc1ccc(CN2CCN(Cc3ccccc3-c3ccco3)CC2CCO)o1 (stereo not drawn)	.	11.7%
Cc1ccc(/C=N/NC(=O)c2nnn(-c3nonc3N)c2C(C)C)o1	13.9	i
Cc1ccc(C(C(=O)NCCc2ccccc2)N(C(=O)c2csnn2)C2CC2)cc1 (stereo not drawn)	.	?
Cc1c(Cl)c(C(=O)NC2C3CC4CC(C3)CC2C4)nn1C (stereo not drawn)	19.9	6.2%
COc1cc2c(cc1NC(=O)C(C)N1CCN(S(=O)(=O)c3ccccc3[N+](=O)[O-])CC1)oc1ccccc12 (stereo not drawn)	13.7	7.4%
CC1CCCN(C(=O)C2CCN(C(=O)Nc3ccccc3)CC2)C1 (stereo not drawn)	.	?
CC(C)(C)OC(=O)COc1cc(O)c2c(=O)cc(-c3ccccc3)oc2c1	0.7	-8.3%
CCOc1ccc(N(CC(=O)NCCc2ccc(F)cc2)S(=O)(=O)c2ccccc2)cc1	.	?
Cc1onc(C(=O)N2CCN(c3ccccc3)CC2)c1[N+](=O)[O-]	.	-1.6%
Cc1ccc(CC(=O)Nc2ccc(C(=O)N3CCOCC3)cc2)cc1	.	?
CC(Oc1ccc(NC(=O)c2ccco2)cc1)C(=O)N1c2ccccc2CC1C (stereo not drawn)	.	7.0%
Cc1cccc(C)c1Nc1nc2ccccc2o1	.	?
O=C(COc1ccc(S(=O)(=O)NCCc2ccccc2)cc1)N1CCCC1	8.0	i

(cont.)
mol	S3 lipid droplet cell count max	S3 lipid droplet
C/C(=N\NC(=S)NCCc1ccccc1)c1ccc(C#N)cc1	.	?
CN(CCOc1ccccc1)C(=O)c1ccc(N2CCCC2)c([N+](=O)[O-])c1	.	?
CCCCCCC1CC(=O)NC(=O)N1 (stereo not drawn)	3.8	-5.9%
CC(C)Oc1ccc(C(=O)Nc2ccc(N3CCCC3)cc2)cc1	.	?
CC(=O)NS(=O)(=O)c1ccc(N=NN2CCCCC2)cc1	11.1	6.8%
Cc1cc(N2CCOCC2)nc(N2CCOCC2)n1	8.1&-5.2	1.3%&-3.7%
Cc1ccc(S(=O)(=O)N2CCCC2c2nc3ccccc3s2)cc1 (stereo not drawn)	.	?
COc1cccc(CNC(=O)c2cc3ccccn3n2)c1	.	?
CCOC(=O)C1CCN(C(=O)/C=C/c2ccc3c(c2)OCO3)CC1	.	?
CCCC(CCC)=NNC(=O)CN(Cc1ccccc1)S(=O)(=O)c1ccccc1	.	?
CCN(CC)CCNC(=O)c1cn(CC)c2ccc(S(=O)(=O)N(C)C)cc2c1=O	.	?
O=C(Nc1c2ccccc2nc2ccccc12)C(Cl)(Cl)Cl	.	?
CC(C(=O)NCc1ccco1)c1ccc([N+](=O)[O-])cc1 (stereo not drawn)	21.9	7.6%
Cn1c(=O)cc(SCC(=O)NCc2cccnc2)c2ccccc21	26.0	16.2%
O=C(N/N=C/c1cccnc1)c1ccccc1[N+](=O)[O-]	9.9	4.1%
C/C(=N/NS(=O)(=O)c1ccc(C)cc1)[C@H]1C[C@@H]1c1ccccc1	.	?
COc1ccc(Nc2nc(Cl)nc(NCc3ccco3)n2)cc1	.	?
c1ccc2c(CNCCN3CCOCC3)cccc2c1	.	?
CCOC(=O)CCC(=O)OCC(=O)NC(C)C1CC2CCC1C2 (stereo not drawn)	-14.1	-0.3%
CCc1cccc(C)c1NC(=S)N1CCCC1C(=O)O (stereo not drawn)	13.9	-2.1%

(list continues)
mol	S3 lipid droplet cell count max	S3 lipid droplet
O=C(CCN1CCN(Cc2ccccc2)CC1)Nc1ccc(OCc2ccccc2)cc1	.	?
COCCNC(=O)c1c[nH]c2ccc(S(=O)(=O)Nc3ccc(F)cc3F)cc2c1=O	.	?
Cc1ccc(C)c(OCCCNCc2ccccc2)c1	1.5	-10.9%
COC(=O)c1sccc1NC(=O)CSc1ccccc1NC(=O)CNC(C)C	.	?
CCN(CC)C(=O)c1ccc2nc(-c3ccccc3)c(-c3ccccc3)nc2c1	-0.9	15.6%
CC1(C)CC(=O)C=C(NCCO)C1	.	?
Cc1ccc(N2CCN(C(=O)c3cccs3)CC2)c(C)c1	-6.3	i
Cc1cc(C)nc(CCNC(=O)c2cc(COc3ccc(F)cc3F)on2)n1	3.7	4.8%
NC(=S)N=Nc1c(O)n(CC(=O)Nc2ccccc2)c2ccccc12	.	?
O=C(NC(=S)Nc1cccc2cccnc12)c1ccccc1	-5.8	-9.8%
O=C(NCc1ccco1)c1nc2ncccn2n1	.	?
COc1ccc(C(=O)Nc2nc3ccccc3c(=O)[nH]2)cc1	.	?
COc1ccc(/C=C/C(=O)NCc2nc3ccccc3[nH]2)cc1OC	.	?
O=C(NCc1ccco1)c1ccc(Oc2ccccc2)cc1	-11.1	0.7%
CCC(C)[C@H](N)C(=O)NC[C@H]1CC[C@H](C(=O)N[C@@H](Cc2ccccc2)C(=O)O)CC1 (stereo partly drawn)	8.5	14.6%
Cc1ccc(-n2c(C)nnc2SCC(=O)N2CCc3ccccc3C2)cc1C	-12.7	-2.1%
COc1cc(SC)ccc1C(=O)N1CCCCCC1	10.9	0.6%
O=C(c1ccco1)N1CCn2cccc2C1c1ccccc1 (stereo not drawn)	.	?
OCC[C@H]1C[C@H](O)[C@@H](O)[C@@]2(Cc3ccccc3CO2)O1	.	?
CC1(C)CC(=O)C(C(c2cccnc2)C2C(=O)CC(C)(C)CC2=O)C(=O)C1	.	?

Four consecutive records already listed:
mol	S3 lipid droplet cell count max	S3 lipid droplet
O=C(CCN1CCN(Cc2ccccc2)CC1)Nc1ccc(OCc2ccccc2)cc1	.	?
COCCNC(=O)c1c[nH]c2ccc(S(=O)(=O)Nc3ccc(F)cc3F)cc2c1=O	.	?
Cc1ccc(C)c(OCCCNCc2ccccc2)c1	1.5	-10.9%
COC(=O)c1sccc1NC(=O)CSc1ccccc1NC(=O)CNC(C)C	.	?

The list goes on.
mol	S3 lipid droplet cell count max	S3 lipid droplet
CC(C)On1c(SC(C)C)nc2ccccc2c1=O	.	?
COc1ccc(CNC(=O)C[C@H]2C(=O)N(Cc3ccc(OC)cc3)C[C@@H]2Cc2ccccc2)cc1	.	?
Cn1sc(NC(=O)c2ccc(Cl)cc2)nc1=O	17.0	-16.8%
CCc1ccc2[nH]c3nc(SCc4nnc(-c5ccccc5)o4)nnc3c2c1	.	?
CCC(C)NS(=O)(=O)c1ccc(F)c(C(=O)Nc2c(F)cc(F)cc2Br)c1 (stereo not drawn)	-1.2	9.8%
CCOC(=O)C1=C(COC(=O)CNC(=O)c2ccc(C)cc2)NC(=O)NC1C (stereo not drawn)	2.9	0.2%
CCCCNC(=O)c1cn(CC)c2cc(N3CCN(C)CC3)c(F)cc2c1=O	.	?
Brc1ccc(-c2nnc3sc(CNC4CCCC4)cn23)cc1	1.2	0.7%
COc1ccccc1NS(=O)(=O)c1cc(C(=O)NCC(c2ccco2)N(C)C)ccc1C (stereo not drawn)	-14.2	6.8%
CCOC(=O)c1c(NC(=O)Cn2cnc3sc(C)c(-c4ccccc4)c3c2=O)sc(C)c1C	.	?
COc1ccc(-c2nnc(SCc3nnc(-c4ccccc4)o3)n2-c2ccccc2)cc1	.	?
CCOC(=O)CN1C(=O)C(=O)N(Cc2c(F)cccc2Cl)C1=O	23.4	7.8%
Cn1c(CC(=O)Nc2ccccc2F)nnc1SCC(=O)Nc1ccccc1Br	.	?
CN(C)C(=O)c1cc([N+](=O)[O-])ccc1O	8.1	-7.3%
O=C(Nc1c2c(nn1-c1ccc(F)cc1)CS(=O)C2)c1ccc(Br)o1 (stereo not drawn)	7.8	-10.1%
O=C(COc1ccc(Br)cc1CNC1CCCC1)Nc1ccccc1	.	?
Cc1cccc(-n2c(C)c(C)c3c(N)ncnc32)c1	.	?
COc1ccc(O)c(/C=N/N=C2/C(=O)Nc3ccccc32)c1	.	?
CN(C)NC(=O)C12CCC(C)(C(=O)O1)C2(C)C (stereo not drawn)	.	?
Cc1ccc(S(=O)(=O)NCCSc2nnnn2-c2ccc(C(N)=O)cc2)cc1	.	?

Later entries:
mol	S3 lipid droplet cell count max	S3 lipid droplet
OCCN1CCN(CCSc2ccccc2)CC1	0.7	1.2%
O=C(COc1ccccc1)NC(=S)Nc1ccc(Br)cn1	-12.4	0.4%
CC(C)(CSc1nncn1/N=C/c1ccco1)NS(=O)(=O)c1ccc(Cl)cc1	.	?
COc1ncccc1C(=O)NC1CCCc2c1cnn2-c1ccc(C)c(C)c1 (stereo not drawn)	.	?
COCCSc1ccccc1C(=O)Nc1ccc(Cl)cn1	0.1	5.7%
COc1ccc(NC(=O)Cc2coc3cc(C)ccc23)cc1S(=O)(=O)N1CCOCC1	1.3	4.7%
O=C(COC(=O)c1cn(-c2ccccc2)nc1-c1ccccc1)c1ccc([N+](=O)[O-])cc1	.	?
CCn1c(C)nc2cc(C(=O)n3cc(C(=O)c4ccccc4O)cn3)ccc21	-0.6	-6.4%
NC(=O)c1ccsc1NC(=O)CCc1ccccc1	-28.7	i
O=C(Nc1ccc(NC(=O)C2CC2)cc1)c1cccs1	.	?
Cc1cccc(-c2noc(Cc3ccc(Cl)cc3)n2)c1	.	?
CSc1nc(NCc2ccco2)c2sc3nc(C(C)C)c4c(c3c2n1)CC(C)(C)OC4	-14.8	-21.9%
CCOC(=O)c1c(NC(=O)CSc2nnc(CN3CCOCC3)n2C)sc2c1CCCC2	.	i
c1cc(CNC23CC4CC(CC(C4)C2)C3)ccn1	1.7	-11.0%
CN(C)S(=O)(=O)c1ccc(C(=O)OCC(=O)Nc2ccc3c(c2)OCO3)cc1	.	?
CCOC(=O)CSc1nc2ccccc2c(=O)n1CCN1CCOCC1	-16.6	9.8%
COc1ccccc1CNC(=O)c1ccc(CS(=O)(=O)c2ccccc2C)o1	-2.7	i
O=C(O)CONC(=O)c1cc(OCC(F)(F)F)ccc1OCC(F)(F)F	-10.5	-5.1%
Cc1cccc(C)c1Nc1nnc(SCC(=O)NC(=O)c2cccn2C)s1	11.0	2.0%

Entries of single compounds as entered above. Order of values: S3 lipid droplet cell count max | S3 lipid droplet
Shown for `CN(C)S(=O)(=O)c1ccc(C(=O)OCC(=O)Nc2ccc3c(c2)OCO3)cc1` → . | ?
Shown for `O=C(Nc1c2ccccc2nc2ccccc12)C(Cl)(Cl)Cl` → . | ?
Shown for `OCC[C@H]1C[C@H](O)[C@@H](O)[C@@]2(Cc3ccccc3CO2)O1` → . | ?
